Autophagy mod – autophagy modulators in MEF cells, primary screen, imaging, high-content, MEF GFP-LC3; MEF GFP-LC3 puncta imaging; test concentration mostly 10 µM; calls only at 10 µM (by protocol); actives 0.98% (n = 190,000); AID 463193, 2010;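 active = percentage of spot-positive cells more than 3 SD above its plate mean, without a fluorescence outlier flag or 80% toxicity; inconclusive = no clear call, values can overlap the other calls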;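 also: spot-positive cell cutoff set from DMSO-treated cells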
T cell HTS – modulators of CD8 T cell-vesicle binding, primary screen, mouse 2C CD8+ T cells, flow cytometry; 2C CD8+ T cell-vesicle binding; stronger effect = lower value; calls only at 7 µM; actives 0.068% (n = 330,000);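 active = response, share of CD8 T cells binding vesicles, and their 90th percentile fluorescence all below set limits, cut at about 80% in these data, passing the limit was not always enough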
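System: murine 2C transgenic CD8+ T lymphocytes; also added: QL9-loaded Drosophila micro-vesicles; times: binding 1.5 h at 37 °C; measured by: flow cytometry, PE anti-B7-1 (FL2) versus Alexa647 anti-CD8 (FL8), PFA-fixed; control set: Peptide-free naked vesicles (low) and QL9 vesicles with 0.7% DMSO vehicle (high)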
CSM14.1 death rescue – rescue of cells from ER stress-induced death, primary screen, 384-well, CSM14.1, thapsigargin, ATP luminescence (AID 1222); 190,000 tested, under 10 active; cellular ATP content (survival), % at 20 µM, or EC50 in µM where a hit was titrated; CSM14.1 thapsigargin-induced death rescue, ATP luminescence; higher % means a stronger effect;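 active = EC50 below 50 µM in the dose-response confirmation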;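 also: death triggered by thapsigargin at about 15 µM added after 2 h compound pretreatment; cell ATP read after overnight thapsigargin exposure of roughly 18 to 22 hours; normalized against plate controls of thapsigargin alone and 5% DMSO vehicle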
Lipid droplet – inhibitors of hepatocyte lipid droplet formation, primary screen, imaging, high-throughput imaging, BODIPY stain; AID 1656, 2009; actives 0.4% (n = 240,000); AML12 mouse hepatocytes, oleate lipid droplets; inhibition, % at 6.5 µM;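 active = lipid droplet intensity inhibited by at least 50%, with more than 500 cells counted; inconclusive = wells with under 300 cells, treated as cytotoxic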
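Material – AML12 mouse liver cells · Also added – oleate loading, 100 µM · Compound dosing – 6.5 µM single-point dosing · Times – overnight treatment with compound plus oleate · Measured by – fluorescence imaging, 20x objective, two fields per well · Read-out – percent inhibition of filter-corrected integrated lipid droplet intensity per well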
PhoP inhibition – inhibitors of PhoP regulon expression, primary screen, Salmonella Typhimurium, GFP reporter (AID 1863) | S. Typhimurium PhoP-regulated promoter GFP reporter, 4 h; higher % means a stronger effect | inhibition, % at 50 µM; hits with a dose series show IC50 in µM | actives 0.16% (n = 300,000);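 active = inhibition over 29.93%, a cutoff 3 SD above the screen mean, later confirmed by dose response; inconclusive = inhibition over 29.93% but no dose response follow-up; inactive = inhibition at most 29.93% or unconfirmed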;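 also: 0% = low Mg2+ inducing control and 100% = high Mg2+ repressing control; strong numbers were not always called active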
Insulin prom up – insulin promoter activators in MIN6 cells, imaging, high-content screening, mouse beta cells; AID 1625, 2009; actives 0.3% (n = 190,000); MIN6 insulin promoter-GFP reporter; stronger effect = higher value; z-score at 5 µM;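 active = z-score above 3 at 5 µM with at least 500 cells counted in the well; inconclusive = wells under 500 cells, flagged as cytotoxic or low count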
Dynein cargo inh – inhibitors of GR-EGFP nuclear translocation, primary screen, dynein cargo transport inhibitor project, imaging, high-content, 3617.4 mouse cells; test concentration mostly 20 µM; stimulated with dexamethasone, 1 µM; stronger effect = lower value; z-score, hits read low; actives 0.47% (n = 220,000); AID 1381, 2008;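 active = plate z-score of nuclear minus cytoplasmic receptor signal below a set negative limit, without overly bright fluorescence or cell loss, cut at about -3.5 in these data, passing the limit was not always enough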;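 also: z-score of nuclear minus cytoplasmic ring GR-EGFP intensity difference per well; some compounds called inactive have numbers as strong as hits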
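Buffer or medium – tet-free medium with charcoal-stripped serum · Signal – automated 10x imaging of fixed Hoechst-stained cells · Also added – dexamethasone agonist, 1.0 µM final, for 30 min · Incubation – induction 48 h, compound 1 h, agonist 30 min · Read-out – GR-EGFP nuclear translocation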
bCat nuc transl – modulators of beta-catenin nuclear translocation, primary screen, imaging, HeLa cells, immunofluorescence, high-content | nuclear translocation activity, % at 5 µM | actives 0.3% (n = 190,000) | AID 1665, 2009;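 active = nuclear translocation activity above 50% at 5 µM, with a well cell count of 50 or more; inconclusive = wells under 50 cells across six images, flagged as toxic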;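 also: per-cell ratio of nuclear to cytoplasmic median beta-catenin stain intensity; plate controls were DMSO negative control for no effect and GSK-3 inhibitor IX positive control for full effect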
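Test system: human HeLa cells, native beta-catenin. Compound dosing: 5 µM primary single dose, 0.1% DMSO, 0.02–20 µM confirmation series. Incubation: compound exposure 24 h at 37°C. Detection: beta-catenin immunostaining with DAPI counterstain, 20x imaging, 6 fields/well. Read-out basis: Nuclear/cytoplasmic beta-catenin signal ratio, % activation.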
MT stabilize HCS – microtubule stabilizers in HeLa cells, primary screen, imaging, high-content imaging; HeLa tubulin immunostaining HCS, 24 h; share of cells brighter than vehicle mean+2SD; % tubulin-high responders, % at 10 µM; AID 2205, 2009; actives 0.83% (n = 200,000);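 active = plate Z-score above 3 for both tubulin-high and condensed-nucleus cell shares, with cell loss under 80%, at 10 µM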;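 also: anti alpha tubulin signal scored within the nucleus-defined area of each cell; some results filed as inactive read as strong as hits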
Dynein cargo inh cytoplasmic EGFP – second read-out of Dynein cargo inh, no call of its own (marks repeat the call); z-score; measured here: cytoplasmic GR-EGFP intensity; stronger effect = higher value
Dynein cargo inh nuclear GR-EGFP – also measured in Dynein cargo inh; calls as there; z-score; measured here: nuclear GR-EGFP intensity;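 lower value marks the stronger effect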
Dynein cargo inh cell count – also measured in Dynein cargo inh; calls as there; z-score; measured here: cell count per field
Insulin prom up cell count – further read-out of Insulin prom up, marked with its call; cell count; measured here: cytotoxicity, nuclei count;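 total cells summed across four imaged fields per well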
Lipid droplet cells 6.5 µM – further read-out of Lipid droplet, marked with its call; cell count; measured here: cell count, cytotoxicity flag;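 cells counted across two imaged fields per well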
bCat nuc transl cell count 5 µM – further read-out of bCat nuc transl, marked with its call; cell count; measured here: cell count, cytotoxicity flag
T cell HTS vesicle-bound % – second read-out of T cell HTS, no call of its own (marks repeat the call); double positive events, %; measured here: CD8+ vesicle-bound cell fraction;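 binding gate set so that unloaded-vesicle control wells show 10% double positive cells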
MT stabilize HCS Hoechst-high % – second read-out of MT stabilize HCS, no call of its own (marks repeat the call); % Hoechst-high responders; measured here: nuclear condensation Hoechst responders;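 share of cells brighter than vehicle mean plus two SD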
MT stabilize HCS cytotoxicity % – also measured in MT stabilize HCS; calls as there; toxicity, %; measured here: cytotoxicity by cell density;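 0% = mean cell density of plate MIN control wells and 100% = no cells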
Autophagy mod cell loss 18 h – second read-out of Autophagy mod, no call of its own (marks repeat the call); toxicity, %; measured here: cell loss, nuclei count;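 cell loss after 18 h compound exposure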
Numbers without * were called inactive; i = inactive; ? = inconclusive; . = no result given.

Every second line gives: Autophagy mod	Autophagy mod cell loss 18 h	T cell HTS	T cell HTS vesicle-bound %	CSM14.1 death rescue	Lipid droplet	Lipid droplet cells 6.5 µM	PhoP inhibition	Insulin prom up	Insulin prom up cell count	Dynein cargo inh	Dynein cargo inh cytoplasmic EGFP	Dynein cargo inh nuclear GR-EGFP	Dynein cargo inh cell count	bCat nuc transl	bCat nuc transl cell count 5 µM	MT stabilize HCS	MT stabilize HCS Hoechst-high %	MT stabilize HCS cytotoxicity %
O=C(Cn1cnc2c(nnn2-c2ccccc2)c1=O)N1CCCc2ccccc21
  i	-6	i	46	-1.4%	-3	640	-15%	0.4	1708	0.43	-0.09	0.5	-0.16	0.1	1048	2.7	0.9	16
CCOC(=O)CC1C(=O)NCCN1S(=O)(=O)c1ccc(Cl)cc1 (stereo unspecified)
  i	13	i	12	1.1%	.	.	17%	0.37	1460	2	-0.23	0.38	-0.6	-2.4	1295	1.3	2.0	9.8
CCOc1ccc(/C=C/C(=O)Nc2ccc(OC)cc2[N+](=O)[O-])cc1
  i	22	i	44	1.5%	.	.	15%	-0.28	1491	-0.66	0.17	-0.48	0.34	3.3	1331	1.4	1.4	5.2
CCc1ccccc1NC(=O)c1nnn(CC(=O)Nc2cccc(C)c2C)c1N
  i	16	i	15	-0.9%	.	.	13%	.	.	1.3	0.31	0.64	-1.1	.	.	3.7	2.4	5.9
CCOc1ccccc1NC(=O)NC(=O)N(C)S(=O)(=O)c1ccc(C)cc1
  i	12	i	54	-1.1%	-2	746	8%	-0.21	1236	0.022	-0.21	-0.055	0.28	-1.2	1085	1.3	1.6	10
CSc1ccccc1C(=O)NCc1ccc(C)cc1
  i	10	i	42	-1.5%	-12	595	1%	.	.	-0.51	-0.23	-0.47	0.78	-0.2	1504	4.0	3.1	9.1
O=C1CC(c2ccccc2)Cc2nc3ncnn3cc21 (stereo unspecified)
  i	-2	i	48	-1.4%	-7	752	10%	.	.	0.27	0.24	0.23	0.15	0.5	1094	3.4	2.0	6.7
COc1ccc(N(CC(=O)N2CCc3ccccc32)S(=O)(=O)c2c(C)nn(C)c2C)cc1
  i	-1	i	28	-0.9%	.	.	1%	0.22	1017	0.97	-0.2	0.92	-0.14	.	.	2.2	2.7	7.0
Cc1ccc(S(=O)(=O)/N=C2\C(=O)c3ccccc3C([O-])=C2n2cc[n+](CCC(C)C)c2)cc1
  i	12	i	18	-2.3%	.	.	8%	0.77	1596	-0.14	-0.17	-0.69	0.32	-2.4	1459	2.4	1.2	10.0
CC(C)N(Cc1nc(-c2ccccc2)no1)C(=O)CN(C)S(=O)(=O)c1ccc(Br)cc1
  i	3	i	31	-0.9%	.	.	4%	0.33	1448	0.085	-0.42	0.17	0.034	1.9	1359	2.9	1.1	2.3
COc1cccc(NC(=S)N(Cc2cccc(Br)c2)CC2CCC(C(=O)O)CC2)c1 (stereo unspecified)
  i	30	i	0	-3.0%	5	737	-4%	-0.26	1275	-1.1	-0.014	-0.37	0.9	-2.2	1077	2.6	2.6	3.5
S=c1nc(-c2ccc(Br)cc2)oc2c1CCCC2
  i	3	i	51	-1.2%	-14	854	-3%	.	.	0.087	-0.12	0.047	0.78	.	.	2.3	1.8	7.4
Cc1ccc(-n2c(SCC(=O)Nc3cccc(C)c3)nc3c(oc4ccccc43)c2=O)cc1
  i	24	i	34	6.3%	-22	506	23%	-0.52	765	-0.6	-0.2	-0.015	0.035	-2.0	1152	4.9	2.3	4.4
CCC(C)NC(C(=O)Nc1ccc(Cl)c([N+](=O)[O-])c1)c1ccccc1 (stereo unspecified)
  i	5	i	42	-1.9%	-2	641	7%	-0.42	1517	-0.027	-0.23	0.18	-0.68	1.8	1098	3.2	3.2	3.9
CCCNc1nc(C)cc(-c2cc(C(=O)NC3CCCC3)on2)n1
  .	.	i	39	.	.	.	-2%	-0.11	933	-0.88	-0.76	-0.4	0.78	-2.4	1310	.	.	.
Cc1[nH]nc2ncc(C(=O)c3cc(Cl)cc(Cl)c3O)cc12
  i	-6	i	43	-2.7%	-2	751	-15%	.	.	-0.75	-0.25	-0.43	0.073	-2.7	1184	2.2	1.7	5.8
Cc1cc(C(=O)N/N=C2\CC(=O)CC(C)(C)C2)c2ccccc2n1
  i	2	i	44	-1.3%	.	.	-7%	0.96	1265	-0.34	-0.3	-0.45	0.39	.	.	2.6	1.8	3.0
COc1ccc(CSCCNC(=S)Nc2ccccc2)cc1Cl
  i	1	i	23	-1.4%	-9	655	-4%	-0.42	1595	0.67	-0.28	0.22	-1.2	-6.2	1019	2.9	2.2	8.7
COc1ccc(N=C2SCC(=O)N2Cc2ccccc2)cc1
  i	-41	i	54	-1.1%	2	716	8%	.	.	1.4	-0.023	0.97	-1.2	-3.8	703	1.7	1.2	7.4
CCN(CC)C(=O)C(=O)c1ccn(-c2c(C)csc2C(=O)OC)c1
  i	-19	i	56	-0.2%	-9	717	-5%	.	.	0.23	-0.21	0.33	-0.1	0.6	1496	3.7	2.1	10

Carrying on.
Every second line gives: Autophagy mod	Autophagy mod cell loss 18 h	T cell HTS	T cell HTS vesicle-bound %	CSM14.1 death rescue	Lipid droplet	Lipid droplet cells 6.5 µM	PhoP inhibition	Insulin prom up	Insulin prom up cell count	Dynein cargo inh	Dynein cargo inh cytoplasmic EGFP	Dynein cargo inh nuclear GR-EGFP	Dynein cargo inh cell count	bCat nuc transl	bCat nuc transl cell count 5 µM	MT stabilize HCS	MT stabilize HCS Hoechst-high %	MT stabilize HCS cytotoxicity %
CCN(CC)S(=O)(=O)c1ccc(NS(=O)(=O)c2ccc(O)c([N+](=O)[O-])c2)cc1
  i	-2	i	50	0.7%	-6	674	5%	0.93	1412	0.31	-0.25	0.24	-0.39	1.1	916	2.3	2.3	1.4
Cc1ccc(-c2nn(CCC#N)cc2C=C(C#N)C#N)cc1
  i	-5	i	29	0.5%	-12	593	-2%	?	.	-0.55	-0.31	-0.12	0.42	-0.1	1091	1.1	1.5	8.3
O=C(CN1CCCC1)Nc1nnc(-c2cccs2)s1
  i	-13	i	56	-4.1%	9	751	5%	0.21	1300	-0.48	-0.23	-0.55	0.52	-2.3	571	4.4	2.6	3.5
COc1cccc(-n2c(SCC(=O)O)nnc2-c2cccnc2)c1
  i	47	i	37	1.2%	.	.	9%	0.56	1292	-0.25	-0.099	-0.36	0.65	-4.5	930	3.8	3.8	18
O=C(Nc1cccc(C2OCCCO2)c1)c1cccs1
  i	13	i	0	-3.3%	2	717	-6%	0.19	1097	0.24	-0.21	1.3	-1.1	0.0	478	3.4	3.4	9.9
CC1CCc2cc(F)ccc2N1C(=O)CSc1nnc2c3ccccc3n(C)c2n1 (stereo unspecified)
  i	5	i	20	0.0%	.	.	-6%	-0.7	1262	0.96	-0.37	0.38	0.3	.	.	2.8	2.4	14
O=C(O)C1=C[C@H](C2CC2)C[C@H](OCCCCO)O1
  i	0	i	41	0.0%	-2	680	-12%	1.4	1189	-0.38	-0.31	0.073	-0.08	-2.2	1137	3.4	0.8	3.7
Nc1nc2n(n1)C1(CCCCC1)C1=C(CCCC1)N2
  i	13	i	51	2.6%	.	.	-8%	.	.	0.58	-0.17	0.7	-0.96	.	.	5.2	2.6	7.7
S=c1[nH]nc(C2CCCCC2)n1/N=C/c1ccncc1
  i	24	i	50	-0.6%	0	632	2%	-1.2	1435	1.4	-0.19	0.94	-0.51	5.6	891	2.8	1.0	2.8
COC(=O)C1=C(C)NC(=O)NC1c1ccccc1 (stereo unspecified)
  i	1	i	53	-2.4%	0	723	-1%	.	.	1.1	-0.17	0.92	-0.25	-0.7	560	7.1	3.0	6.7
O=C(CC1(O)C(=O)Nc2ccccc21)c1cccc(-n2cccc2)c1 (stereo unspecified)
  i	2	i	2	-0.3%	1	667	-2%	-0.54	1380	0.84	-0.12	0.82	-1.6	-0.6	1056	3.7	1.7	2.0
CCc1nnc(NC(=O)CSc2nnc(COc3cccc(C)c3)o2)s1
  i	5	i	18	2.5%	.	.	-27%	1.1	1086	1.4	-0.3	0.57	-0.1	-4.8	805	5.3	3.5	10

Screens (PubChem)
